# Compound activity from PubChem.
# Pol iota inh: DNA polymerase iota (human) inhibition | Pol iota fluorescent replication assay, 10 min | AID 588590 | Potency, µM (highest dose often 115 µM), for inactives: at the top dose activity, negative = inhibition, usual class: inhibitors | Q9UNA4 | 390,000 compounds, 1% hits; note: potency is the fitted concentration of half-maximal effect
#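 Pol iota at 10 nM preincubated 15 min with compounds at room temperature; reaction started with fluorescent substrate, 50 nM final. Fluorescence read kinetically at 0 and 10 min; buffer-only wells as negative control.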
# Pol kappa inh: blocks human DNA polymerase kappa activity | purified Pol kappa, fluorescent DNA synthesis assay, 10 min | Potency, µM (highest dose often 107 µM), for the others: at the top dose activity, negative = inhibition, actives largely listed as inhibitors | 400,000 compounds, 0.53% hits | AID 588579; note: potency is the fitted concentration of half-maximal effect; % is set by controls: 0 for no effect and ±100 for the full control effect
#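 First, compounds were pin-transferred onto 10 nM Pol kappa. After 15 min at room temperature, substrate was added to 50 nM final. Fluorescence was then measured kinetically at 0 and 10 min.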
# BLM inh: inhibitors of human Bloom syndrome helicase BLM. Potency, µM (highest dose often 56.1 µM), without a hit: at the highest dose activity change, negative = inhibition, most hits filed as inhibitors. AID 2528. recombinant BLM DNA unwinding, fluorescence dequenching. P54132. 350,000 compounds, 0.2% hits;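 note: potency is the fitted concentration of half-maximal effect; plate controls were vehicle for no effect and no enzyme for full effect; nearly all actives have a fitted effect of over 35% in size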
# Tb PGK inh: inhibitors of T. brucei phosphoglycerate kinase; P07378; PGK/GAPDH coupled, Kinase-Glo luminescence, 60 min; Potency, µM (series often up to 57.5 µM), inactives show top-dose activity change, negative = inhibition, actives largely listed as inhibitors; 380,000 compounds, 0.043% hits; note: potency is the fitted concentration of half-maximal effect; % is set by controls: 0 for no effect and ±100 for the full control effect; nearly all actives have a fitted effect of over 60% in size
# Target sequence (P07378 whole entry, looked up): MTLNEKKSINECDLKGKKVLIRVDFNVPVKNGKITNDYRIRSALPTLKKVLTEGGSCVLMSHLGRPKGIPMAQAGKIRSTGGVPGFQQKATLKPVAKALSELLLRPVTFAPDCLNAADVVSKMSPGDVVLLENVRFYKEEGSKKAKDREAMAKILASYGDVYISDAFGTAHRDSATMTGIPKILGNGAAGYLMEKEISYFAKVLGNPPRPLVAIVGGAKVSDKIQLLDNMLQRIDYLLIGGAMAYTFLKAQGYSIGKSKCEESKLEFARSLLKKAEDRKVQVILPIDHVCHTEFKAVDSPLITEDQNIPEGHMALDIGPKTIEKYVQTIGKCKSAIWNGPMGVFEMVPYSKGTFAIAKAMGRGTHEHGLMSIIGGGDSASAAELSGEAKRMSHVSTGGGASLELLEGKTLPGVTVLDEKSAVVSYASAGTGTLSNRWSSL
#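 Recombinant glycosomal PGK reaction used 1,3-bisphosphoglycerate generated in-well by GAPDH (100nM final) in 100mM TEA pH 7.6, 5mM MgCl2, 0.01% Tween-20. After 60 minutes at room temperature, ATP was read by Kinase-Glo Plus luminescence end-point.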
# RXFP1 antag: RXFP1 (human) relaxin receptor antagonism; Q9HBX9; HEK293-RXFP1, relaxin-stimulated cAMP HTRF, 30 min; hits give low values; activity change, negative = inhibition, % at 57.5 µM; 350,000 compounds, 0.59% hits;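 active = activity change of -60% or lower, but not beyond a set lower limit; inconclusive = change between -60% and -40%, or beyond the set limit; inactive = change above -40%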; note: % is set by controls: 0 for no effect and ±100 for the full control effect
# Pol eta inh: blocks human DNA polymerase eta activity | recombinant Pol eta, fluorescent DNA replication assay | Potency, µM (doses to about 114 µM), for inactives: at the top dose activity change, negative = inhibition, usual class: inhibitors | 390,000 compounds, 1.2% hits | AID 588591; note: potency is the fitted concentration of half-maximal effect; % is set by controls: 0 for no effect and ±100 for the full control effect
#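 Fluorescent replication assay: 50 nM final substrate added after a 15 min room-temperature compound preincubation with 10 nM enzyme. Signal taken at 0 min and again at 10 min.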
# POLB inh: DNA polymerase beta (human) inhibition | 340,000 compounds, 1.3% hits | Potency, µM (titrated, usually from 114 µM), inactives show top-dose activity change, negative = inhibition, hits mostly inhibitors | P06746 | Pol beta primer extension/strand displacement, fluorescence kinetic; note: potency is the fitted concentration of half-maximal effect; % is set by controls: 0 for no effect and ±100 for the full control effect
#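 Pol beta (10 nM) was preincubated with compound for 15 min at room temperature. The reaction was then started with 50 nM substrate and read immediately and after a further 10 min at room temperature.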
# Apoferritin bind: candidate novel general anesthetic via apoferritin binding. P02791. apoferritin/1-aminoanthracene competitive binding, fluorescence. Potency, µM (top dose mostly 77.5 µM), inactives show top-dose activity change, negative = displacement, hits mostly inhibitors. 350,000 compounds, 0.074% hits; note: potency is the fitted concentration of half-maximal effect; % is set by controls: 0 for no effect and ±100 for the full control effect; nearly all actives have a fitted effect of over 20% in size
# Target sequence (P02791 2-175 limits assumed): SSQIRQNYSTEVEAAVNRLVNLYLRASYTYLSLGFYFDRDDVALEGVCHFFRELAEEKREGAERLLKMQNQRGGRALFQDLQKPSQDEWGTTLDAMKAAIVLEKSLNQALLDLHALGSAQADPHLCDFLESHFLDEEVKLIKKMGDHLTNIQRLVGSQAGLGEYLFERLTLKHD
#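 In PBS, apoferritin at 10 uM is loaded with 1-AMA from a 50% saturated solution. After 10 min of compound exposure at ambient temperature, reduced 535 nm fluorescence indicates probe displacement.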
# APE1 inh: blocks human APE1 abasic DNA cleavage; P27695; recombinant APE1, TAMRA/BHQ-2 abasic DNA cleavage fluorescence; Potency, µM (titrated, usually from 65.8 µM), inactives show at the top dose activity change, negative = inhibition, usual class: inhibitors; 350,000 compounds, 0.35% hits; AID 2517;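 note: potency is the fitted concentration of half-maximal effect; plate controls were vehicle for no effect and reference inhibitor for full effect; nearly all actives have a fitted effect of over 55% in size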
# Target sequence (P27695 whole entry, looked up): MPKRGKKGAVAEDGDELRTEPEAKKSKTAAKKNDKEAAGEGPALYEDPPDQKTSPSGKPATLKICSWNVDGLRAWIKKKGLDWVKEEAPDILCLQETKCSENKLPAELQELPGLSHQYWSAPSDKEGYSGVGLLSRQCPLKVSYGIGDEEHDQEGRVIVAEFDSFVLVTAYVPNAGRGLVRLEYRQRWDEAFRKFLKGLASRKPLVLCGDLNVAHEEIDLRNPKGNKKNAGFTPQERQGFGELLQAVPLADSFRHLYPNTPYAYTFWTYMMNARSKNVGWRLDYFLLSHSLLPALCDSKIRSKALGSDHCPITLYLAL
#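 Compound pre-exposure to 0.75 nM APE1, 15 min at ambient temperature. Reaction initiated with 50 nM TAMRA/BHQ-2 THF substrate, read immediately in kinetic mode, 525 nm excitation, 598 nm emission.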
# An asterisk follows results filed as active; i = inactive; ? = inconclusive; . = not tested or not shown; & = joins results of further samples; [ ] = another dose, or the depositor's remark. Unless noted, calls come from the whole dose curve; as a rule, active = well fitted curve in the direction sought with a large enough effect; inconclusive = small, poorly fitted or top-dose-only effect, or another doubt; inactive = no such curve, though single readings can be large; an effect the other way counts as inactive or inconclusive.
SMILES,Pol iota inh,Pol kappa inh,BLM inh,Tb PGK inh,RXFP1 antag,Pol eta inh,POLB inh,Apoferritin bind,APE1 inh
CC(C)(C)c1cc(C(=O)O)n(Cc2ccc(Cl)cc2Cl)n1,72.3%[activator],2.6%,-3.0%,5.1%,-11.5,-9.6%,19.1%,-0.5%,3.0%
COc1cccc(-c2nc(S(=O)(=O)c3ccccc3)c(NCc3ccccc3)o2)c1,8.6%,8.1%,-7.0%,.,5.6,.,0.0%,58.1%[activator],.
Cc1cc(C)c(S(=O)(=O)N2CCCC(C(=O)NCc3ccncc3)C2)c(C)c1 (stereo not given),45.8%[activator],-15.3%,2.8%,-2.7%,-11.9,-20.0%,13.5%,-5.2%,-4.6%
CN1CC=C2C(C#N)=C(N)C(C#N)(C#N)[C@H](c3cccc(Cl)c3)C2C1 (stereo not given in full),6.0%,-4.7%,4.2%,-16.6%,-10.3,-9.5%,3.9%,133.8%[activator],1.0%
COc1ccc(CN2CN(C(C)C)CSC2=S)cc1,-20.6%[58.9 µM],-1.7%,-1.0%,-5.4%,16.6,-11.1%,6.1%,-15.6%,2.0%
COc1ccc(S(=O)(=O)N2CCN(C(=O)c3cc(-c4ccc(C)cc4)n[nH]3)CC2)cc1,2.5%,15.3%,1.3%,-2.3%,-33.2,-12.0%,7.7%,-15.1%,7.8%
COc1cccc(C(=O)Nc2ccc(C(=O)OCc3cc(=O)n4cc(C)sc4n3)cc2)c1,-4.8%,-3.6%[60.1 µM],?,8.8%,-6.8,-18.5%,-0.3%,-4.8%,.
O=C(N/N=C/C1CC=CCC1)c1cc2ccccc2cc1O (stereo not given),103.5%[activator],-21.6%,-3.2%,-3.4%,-7.8,-4.3%,-0.4%,-6.9%,-2.1%
COc1ccc(C(=O)OCC(=O)Nc2ccc(Cl)cn2)cc1,159.1%[activator],-15.3%,-0.2%,-0.7%,-20.6,2.4%,23.6%,0.4%,-4.3%
CSCCC(C(=O)NC1=NCCS1)N1C(=O)c2ccccc2C1=O (stereo not given),-3.9%,0.0%,-1.3%,-6.3%,8.9,3.6%,-0.4%,-6.5%,2.7%
Clc1ccc(C2[C@H]3CN(Cc4ccc(-c5ccccc5)cc4)[C@H](c4ccccc4)C34CC2(c2ccccc2)C4)cn1 (stereo not given in full),22.0%,1.8%,-4.4%&-1.7%,-7.5%,.,-14.7%,-12.6%,2.3%&5.7%,-1.5%&-2.5%
Cc1nc2c(C)cccc2cc1C(=O)N/N=C/c1ccc(N(C)C)cc1,7.3%,-6.4%,-11.7%,-6.4%,-2.9,-24.0%,1.7%,108.3%[activator],?
COc1ccccc1NC(=O)Cn1cc(C(=O)c2ccncc2)c(=O)c2cc(C)ccc21,-15.7%,-6.2%[60.1 µM],-0.2%,i,4.3,-0.5%,-14.5%,13.8%,.
COc1ccc(C(CNC(=O)c2ccc(C)o2)N2CCOCC2)cc1 (stereo not given),35.6%[activator],-13.3%,.,-0.6%,-13.0,-22.1%,.,.,-4.2%
Cc1cccc(C)c1NS(=O)(=O)c1ccc(-c2ccc(=O)[nH]n2)o1,12.0%,-8.7%,-1.7%,1.4%,-13.6,3.2%,101.4%,-9.4%,-6.9%
COC(=O)c1ccc(/C=N\N2CCN(c3ccccc3)CC2)cc1,-7.5%,-14.0%,-4.2%,-6.5%,3.6,-10.1%,37.3%,-11.7%,50.2%[activator]
COC(=O)c1ccc2c(c1)NC(=O)C1CCCN21 (stereo not given),4.8%,-3.1%,.,-0.2%,-8.7,-3.8%,.,.,.
CN(CC(=O)N(C)CC(=O)Nc1c(Cl)cccc1Cl)Cc1ccc(Br)s1,40.8%[activator],-0.4%,.,-5.9%,6.7,-10.6%,.,.,-5.5%
O=C(CCCN1C(=O)/C(=C/c2ccccc2Cl)SC1=S)NNC(=O)c1ccc(Cl)cc1,5.4%,11.9%,-1.9%,i,-2.0,20.4%,1.6%,4.9%,-6.7%
CC(Sc1ccc(Cl)cc1)C(=O)NNC(=O)c1ccco1 (stereo not given),89.6%[activator],-9.4%,.,-7.6%,-3.3,-10.5%,.,.,-5.8%
C=CCn1c(C)nc2c(sc3nc4c(cc32)COC(C)(C)C4)c1=O,-23.3%,-10.5%,0.2%,0.4%,-21.7,-10.4%,9.7%,-11.4%,-4.6%
Cc1cc(C)n2nc(Cc3ccccc3)nc2n1,51.7%[activator],-5.2%,-2.1%,-6.2%,.,-17.9%,-0.5%,-9.5%,0.7%
CCOC(=O)c1c(NC(C)=O)c2c3c(sc2n1Cc1cccc(Cl)c1)CCCC3,-5.4%,-14.9%,-4.5%,.,-11.9,.,1.0%,-0.7%,.
Cc1occc1C(=O)Nc1ccc2c(c1)CCC2,11.4%,-9.0%,-2.0%,-19.1%,6.6,-7.1%,1.4%,-3.3%,-4.7%
Cc1c(N(C(=O)CNC(=O)c2ccccc2)C2(C(=O)NC3CCCC3)CCCCC2)c(=O)n(-c2ccccc2)n1C,78.2%[activator],-2.9%,1.8%,1.6%,-8.0,-20.6%,-3.6%,-10.0%,-0.9%
CC(NC(=O)c1ccc(Cl)cc1)C1CC2CCC1C2 (stereo not given),14.5%,-11.1%,-3.8%,-1.0%,-16.0,-6.8%,?,3.1%,11.9%
COc1ccc(-n2c(CN3CCN(c4ccccc4)CC3)nc3ccc([N+](=O)[O-])cc3c2=O)c(OC)c1,49.9%[activator],-4.1%,-6.1%,i,-14.1,-22.6%,-0.2%,4.1%,15.2%
C/C(=N\Nc1cc(N2CCOCC2)ncn1)c1ccc(O)cc1,118.4%[activator],2.3%,1.9%,2.6%,5.2,?,4.2%,-0.8%,-8.4%
COc1cccc(C(=O)N2CCOCC2)c1OC,172.7%[activator],-15.0%,-5.6%,-5.5%,17.4,-19.1%,3.3%,-6.5%,2.4%
CCNc1ccc(P(=O)(c2ccccc2)c2ccccc2)cc1,68.4%[activator],-8.3%,-2.4%,-3.4%,1.6,-3.2%,3.6%,-7.0%,18.6%
Cc1c(C)n2c(SCC(=O)N3CCOCC3)nnc2[nH]c1=O,-5.0%,-1.5%,.,-3.0%,-12.3,-16.3%,.,.,33.5%
COc1ccccc1CN1C(=NC(=O)C2CCCCC2)SC2CS(=O)(=O)CC21 (stereo not given),-2.9%,0.9%,-2.4%,i,24.2,-13.8%,2.0%,7.1%,45.0%[activator]
Cc1cc(C)c(NC(=S)N(C)C)c(C)c1,11.8%,9.7%,-7.7%,i,-7.3,-11.5%,-0.4%,9.5%,-1.2%
COc1ccccc1N(CC(=O)NCCSCc1ccccc1Cl)S(C)(=O)=O,-9.7%&22.3%,-2.8%&-5.4%,-4.1%&-2.7%,-0.5%&-5.6%,-0.4,-11.2%&-17.8%,-2.5%,-2.2%&-4.3%,30.3%[activator]
Clc1ccc(CSc2ncnc3c2ncn3C2CCCCO2)cc1 (stereo not given),-22.2%,-11.1%,.,-2.5%,-15.5,-13.3%,.,.,.
C=CCN1CC(O)=C(c2nc3ccccc3[nH]2)C1=N,21.3%,0.6%,4.5%,i,-5.9,-14.6%,0.4%,-1.4%,-3.7%
Cc1cccc(C(=O)NCC(c2ccc3c(c2)OCO3)N2CCN(c3ccccc3F)CC2)c1 (stereo not given),?,-4.5%[60.1 µM],-6.4%,5.4%,-19.0,-15.2%,?,?,.
Cc1nc(C)n(CCNC(=O)c2ccco2)n1,-16.2%,-6.5%,0.5%,-9.0%,9.8,-2.6%,10.5%,-6.8%,2.4%
Cc1ccc(S(=O)(=O)N2c3ccc(S(N)(=O)=O)cc3CC2C)cc1 (stereo not given),24.6%,-4.5%,-2.5%,-1.5%,1.3,-5.1%,5.3%,-0.7%,?
COc1ccc(OC)c(CCNC(=O)c2cccc(NC3=NC4CS(=O)(=O)CC4S3)c2)c1 (stereo not given),-16.5%,-3.1%,2.5%,2.5%,-5.8,-14.5%,?,-21.5%,65.2%[activator]

# 3 compounds from above, ordered by the number in BLM inh, lowest first:
SMILES,Pol iota inh,Pol kappa inh,BLM inh,Tb PGK inh,RXFP1 antag,Pol eta inh,POLB inh,Apoferritin bind,APE1 inh
Cc1ccc(S(=O)(=O)N2c3ccc(S(N)(=O)=O)cc3CC2C)cc1 (stereo not given),24.6%,-4.5%,-2.5%,-1.5%,1.3,-5.1%,5.3%,-0.7%,?
COc1ccccc1CN1C(=NC(=O)C2CCCCC2)SC2CS(=O)(=O)CC21 (stereo not given),-2.9%,0.9%,-2.4%,i,24.2,-13.8%,2.0%,7.1%,45.0%[activator]
Cc1nc(C)n(CCNC(=O)c2ccco2)n1,-16.2%,-6.5%,0.5%,-9.0%,9.8,-2.6%,10.5%,-6.8%,2.4%

# Following part
SMILES,Pol iota inh,Pol kappa inh,BLM inh,Tb PGK inh,RXFP1 antag,Pol eta inh,POLB inh,Apoferritin bind,APE1 inh
Cc1ccc(SCc2nc(-c3ccncc3)no2)cc1,-6.6%,-12.0%,-2.5%,-6.5%,-7.1,-26.1%,-0.1%,-15.6%,-3.8%
CC1CN(C(=O)CCC(=O)NCc2ccc(Cl)cc2)c2ccccc2O1 (stereo not given),-53.8%,-4.3%,-0.7%,-4.2%,-1.2,-0.7%,-0.2%,-21.0%,17.3%
CC(=O)N1CCN(C(=O)CCc2nc3ccccc3c(=O)[nH]2)CC1,-1.1%,-5.2%,4.0%,i,-6.4,-8.3%,37.8%,-7.8%,-4.1%
COC(=O)c1ccc(NC(=O)CC2Nc3cc(C)c(C)cc3NC2=O)cc1 (stereo not given),8.8%,-5.5%,-5.0%,-6.1%,-10.2,-13.5%,23.6%,-2.2%,.
CN(CC(=O)Nc1cccc(F)c1)C(=O)c1cc2c(s1)CCCCC2,?,-6.8%,.,-8.4%,-12.6,-10.9%,.,.,5.1%
COc1ccc(NC(=O)C(Sc2nnc(-c3ccncc3)n2-c2ccccc2C)c2ccccc2)cc1Cl (stereo not given),5.9%,-7.6%,-5.9%,-1.0%,.,-13.2%,0.6%,-13.7%,-3.3%
Cc1ccc(Cl)cc1C1=CC(=O)C[C@H](c2ccc(F)cc2)C1,?,2.4%,.,i,.,-12.1%,.,.,11.4%

# Not all compounds are listed, so the mix of outcomes need not match the whole.
